# Assay outcomes as filed in PubChem BioAssay.
# OX1R antag-1: blocks the human orexin 1 receptor; O43613; OX1R-expressing cells, FRET antagonist read-out; inhibition, % at 6.6 µM; 330,000 compounds, 1.8% hits; AID 485270; in the data active = inhibition mostly above about 38%, no sharp cut-off; inactive = mostly below about 40%;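 note: 0% = agonist challenge alone and 100% = reference antagonist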
# Target sequence (O43613 whole entry, looked up): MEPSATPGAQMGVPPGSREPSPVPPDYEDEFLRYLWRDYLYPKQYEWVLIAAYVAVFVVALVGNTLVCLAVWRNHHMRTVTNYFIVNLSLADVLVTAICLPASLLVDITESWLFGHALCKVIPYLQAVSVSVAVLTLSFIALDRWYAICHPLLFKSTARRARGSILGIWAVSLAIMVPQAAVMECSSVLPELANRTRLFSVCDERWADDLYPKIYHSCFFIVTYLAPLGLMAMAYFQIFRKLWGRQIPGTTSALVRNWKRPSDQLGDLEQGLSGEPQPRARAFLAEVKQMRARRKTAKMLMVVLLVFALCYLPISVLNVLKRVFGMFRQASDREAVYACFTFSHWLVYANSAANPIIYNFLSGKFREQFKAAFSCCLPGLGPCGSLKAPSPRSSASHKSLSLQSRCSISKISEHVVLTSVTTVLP
# OX1R antag-2: human HCRTR1 antagonism | AID 434989 | CHO/OX1R cells, Fluo-8 calcium fluorescence, orexin A | inhibition, % at 5 µM | 330,000 compounds, 0.43% hits;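 active = inhibition above its plate's threshold, mean inhibition of all tested compounds on the plate plus 3 SD, cut at about 37% in these data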;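 note: 0% = orexin A challenge wells and 100% = SB-334867-A antagonist wells; not every result past the cut was called active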
# STK33 kinase inh: human STK33 kinase inhibition | Q9BYT3 | purified STK33, MBP phosphorylation, ADP-Glo luminescence | inhibition, % at 10 µM | 320,000 compounds, 0.073% hits;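 active = inhibition at or above 25%, using the most active replicate where run in duplicate; inactive = inhibition below 25%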
# Target sequence (Q9BYT3 whole entry, looked up): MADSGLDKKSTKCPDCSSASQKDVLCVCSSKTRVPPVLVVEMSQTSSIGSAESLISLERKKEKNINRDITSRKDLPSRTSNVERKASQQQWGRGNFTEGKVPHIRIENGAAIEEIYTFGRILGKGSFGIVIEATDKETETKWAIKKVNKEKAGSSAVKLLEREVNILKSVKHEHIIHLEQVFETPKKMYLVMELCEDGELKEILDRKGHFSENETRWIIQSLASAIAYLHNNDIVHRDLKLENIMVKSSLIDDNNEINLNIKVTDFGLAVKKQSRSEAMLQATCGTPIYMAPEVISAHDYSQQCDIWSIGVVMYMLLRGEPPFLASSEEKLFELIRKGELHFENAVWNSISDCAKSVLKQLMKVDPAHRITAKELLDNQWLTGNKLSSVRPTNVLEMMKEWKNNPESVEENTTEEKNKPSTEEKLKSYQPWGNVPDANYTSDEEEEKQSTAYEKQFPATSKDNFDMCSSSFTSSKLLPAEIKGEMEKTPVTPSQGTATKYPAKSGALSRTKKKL
# * hit, by the source's call; nt = not tested or not shown.
SMILES	OX1R antag-1	OX1R antag-2	STK33 kinase inh
COc1ccccc1CNC(=O)C1CCC(CNS(=O)(=O)c2ccccc2)CC1 (configuration not stated)	-6	-17	-1.4
COc1ccc(N2C(=O)CC(c3ccc(OC(C)C)cc3)C2=O)cc1 (configuration not stated)	11	-26	-1.3
CCOC(=O)CSC1=C(C#N)C(c2ccccc2F)C(C(C)=O)=C(C)N1 (configuration not stated)	29	-17	-0.2
COc1ccc(CCNC(=O)Cc2c(Cl)cccc2Cl)cc1	12	-25	nt
O=C(CSc1nc2ccccc2s1)N1c2ccccc2Sc2ccc(C(F)(F)F)cc21	6	-12	-0.4
C/C=C/C=C\C(=O)Nc1cccc(C2=NOC3(C2)C[C@@H](C(N)=O)N(C(=O)c2cc([N+](=O)[O-])cc([N+](=O)[O-])c2C)C3)c1 (some centres not stated)	8	1	0.4
Cc1ccnc(N=Cc2c(O)ccc3oc4c(c23)CCCC4)c1	15	-9	-2.1
CCOC(=O)C1(CCOc2ccccc2)CCN(C(=O)c2cncs2)CC1	11	-19	-1.8
N#CCCN/N=C(/Cc1nc2ccccc2[nH]1)c1ccc(Cl)cc1	17	-19	-0.8
COc1cc(CCNc2ccc3nnc(-c4ccccc4)n3n2)cc(OC)c1OC	16	-15	1.5
CCN1CCN(CCCNC(=O)c2cc3c(=O)[nH]c4ccccc4c3s2)CC1	16	-16	0.4
CC1CCCN(C(=O)COC(=O)CNC(=O)c2sc3ccccc3c2Cl)C1 (configuration not stated)	8	-22	-0.5
CN(c1ccc(OCC(=O)N2CCOCC2)cc1)S(=O)(=O)c1ccc(Cl)cc1	2	-14	-0.7
O=C(/C=C/c1ccco1)NC(=S)Nc1cccc(-c2nc3ccccc3s2)c1	27	-17	0.4
CC/C(=N\NC(=O)CSc1ncccn1)c1ccc2c(c1)OCCO2	11	-12	-1.7
Cn1c2ccccc2c2c(C(=O)NCC3CCCO3)cn(C3CCCC3)c(=O)c21 (configuration not stated)	13	-35	0.4
CC1CCCN(C(=O)C23CCC(C)(C(=O)C2)C3(C)C)C1 (configuration not stated)	26	-11	0.3
O=C(CN1CCN(Cc2ccc(F)cc2Cl)C1=O)NCCc1ccc(Cl)cc1	21	-18	-4.7
Cc1ccccc1NC(=O)c1ccco1	-6	-7	-1.4
C=CCNc1nc(C)c(CNc2c(C)cc(C)cc2C)nc1C#N	0	-17	-0.9
C=C(C)[C@@H]1CC=C(CN2CCC(CCOC)(C(=O)OCC)CC2)CC1	-10	-47	-1.1
O=C(O)CSc1nnc(-c2ccc3c(c2)OCO3)o1	12	-16	0.2
CCCCOC(=O)Nc1ccc(N2CCCCC2)cc1	19	-10	-0.1
COC(=O)c1cc2c(cc1Cl)N1CCCCCC1=NS2(=O)=O	2	-16	-0.6
Cc1ccc(OCC(=O)Nc2ccc(F)cc2)cc1C	5	-2	-0.1
COc1ccc(Cn2c(C)ccc2C)cc1	6	-15	0.9
Cc1ccc(C(=O)NC(=S)N2CCN(c3ccc([N+](=O)[O-])cc3)CC2)cc1	34	-21	-1.3
Cn1c(SCC(=O)Nc2ccc3c(c2)OCO3)nnc1C(F)(F)F	-3	-15	-1.3
Cn1c(N2CCCC2)nc2c1c(=O)n(Cc1ccc(F)cc1)c(=O)n2C	11	-10	-0.4
CC1(C)Cc2nc(N)c(C(=O)NCCO)cc2CO1	7	-8	-1.4
O=C(NCc1cccs1)c1ccc(S(=O)(=O)N2CCCCC2)cc1	17	-19	-0.1
Cc1ccc(CN(C)C(=O)CSc2nnc3n2CCCCC3)c(C)c1	1	-21	0.3
Cc1ccccc1C(=O)Nc1cccc(NC(=O)c2ccc(-c3ccc(Br)cc3)o2)c1	11	-14	-0.3
COc1cccc(/C=C2\N=C3CCCCCN3C2=O)c1	3	-28	-3.2
CCCCN(CC(=O)NC1CCCC1)C(=O)C(=O)Nc1ccc2c(c1)OCCO2	14	-22	-2.1
O=C1c2ccccc2C(=O)N1CC(=O)N1c2ccccc2Sc2ccc(C(F)(F)F)cc21	14	-23	-1.9
CCOC(=O)[C@H]1[C@H]2COc3ccccc3[C@@H]2N2C(=O)c3cc(Br)ccc3NC(=O)[C@@]12C	13	-17	0.4
CC(=O)Nc1cc(-c2ccc(F)cc2)[nH]n1	21	2	0.6
Cc1cc(C)c2sc(N(CCCN(C)C)C(=O)CN3C(=O)c4ccccc4C3=O)nc2c1	4	-20	-2.6
Cc1cccc(NC(=S)NN2CCN(C)CC2)c1C	8	-3	0.9
c1ccc2c(c1)oc1c(NCc3ccc4c(c3)OCO4)ncnc12	88*	29	-0.3
Cc1ccc(NC(=O)c2nc[nH]c2C(=O)NCC(=O)OC(C)(C)C)cc1	19	-5	1.2
O=C(CSc1nc(-c2ccc(F)cc2)nc2ccc(F)cc12)Nc1cccc(C(=O)O)c1	16	-6	-1.2
Cc1ccc(C)c(OCc2cc(C(=O)N(C)Cc3nccn3C)no2)c1	7	-6	-1.0
Cn1nnnc1SCC(=O)NCc1cccc(C(=O)O)c1	11	-18	-1.1
COc1ccc(N2C(=O)CSC2c2ccc([N+](=O)[O-])cc2)cc1 (configuration not stated)	13	-15	-1.1
COc1ccccc1NC(=O)c1ccc(-n2cccn2)nc1	4	-16	0.0
CCOC(=O)C1(Cc2cccc(F)c2)CCN(Cc2ccc(COC)o2)CC1	20	-20	-1.7
CNC(C)C#Cc1ccc2c(=O)c3c(OC)cccc3oc2c1 (configuration not stated)	49	-19	-0.1
C=CCC1(NC(C)c2ccccc2)CCCCC1 (configuration not stated)	0	-23	0.4
CN(C)CCO/N=C(\c1ccc(Br)cc1)c1cccnc1	8	-18	-1.3
O=C(CCSc1nc(-c2ccc3c(c2)OCO3)cc(C(F)(F)F)n1)NCc1ccccc1	15	-37	-2.2
CCc1ccc(OCC(=O)OC2CCS(=O)(=O)C2)cc1 (configuration not stated)	5	-8	-0.9
Cc1cc(C)n(-c2ccc(-n3ccnc3)nn2)n1	7	-14	-2.6
Cc1cccc(NC(=O)Nc2c(C)[nH]c(=O)[nH]c2=O)c1C	-5	-10	-0.6
Clc1ccc(Nc2nc3cccnc3s2)cc1	43	-18	-0.4
CC(=O)Nc1nc2n(n1)C(c1ccc(F)cc1)C=C(c1ccccc1)N2 (configuration not stated)	5	-17	-0.2
CCn1c(SCC(=O)N2CCCc3ccccc32)nc2c(c1=O)SC(C)C2 (configuration not stated)	11	-32	0.0
FC(F)(F)COc1nc(N2CCCCC2)nc(N2CCNCC2)n1	3	-19	-2.0
COc1ccccc1NC(=O)C(=O)N1CCCC1	-2	-19	-0.2

# Next records.
SMILES	OX1R antag-1	OX1R antag-2	STK33 kinase inh
C/C(=N/NS(=O)(=O)c1ccc(Br)cc1)c1ccc(NC(=O)c2ccc(C)o2)cc1	16	-30	-0.8
Cc1ccc(S(=O)(=O)CCSc2cccc(C(=O)Nc3ccccc3C(=O)O)c2)cc1	13	-29	-1.4
CCc1ccccc1N1C(=O)C2CC(C)=C(C)CC2C1=O (configuration not stated)	10	-3	-1.1
COc1ccc(C)cc1NC(=O)c1ccc(N(C)S(C)(=O)=O)cc1	16	-15	-3.3
CC(=O)c1ccc(NC2=C(N3CCOCC3)C(=O)c3ccccc3C2=O)cc1	22	-11	5.3
S=C(c1c[nH]c2ccc(Br)cc12)N1CCOCC1	19	13	1.5
COc1ccc(NC(=O)C2CCN(S(=O)(=O)c3ccc(OC)c(OC)c3)CC2)c(OC)c1	7	-6	-0.8
O=C(Cn1cccc1C(=O)c1ccccc1)NCCc1ccccc1	16	-2	0.3
CCN(CC)C(=O)C1CCCN(C(=O)Nc2ccccc2)C1 (configuration not stated)	6	-7	0.4
COc1ccc(N/C=C/C(=O)c2cc(OC)c(OC)c(OC)c2)cc1	-2	-26	1.4
CC1(C)Cc2c(c(-c3ccco3)nc3sc4c(NCCCO)ncnc4c23)CO1	38	-19	4.4
COc1ccccc1CSc1nc2ccccc2[nH]1	21	-15	-0.3
CCOC(=O)N1CCN(S(=O)(=O)c2ccc(OC)c(Br)c2)CC1	17	-45	-1.0
Cc1c(NC(=O)CN2C(=O)NC3(CCC(C)CC3)C2=O)c(=O)n(-c2ccccc2)n1C (configuration not stated)	9	0	-0.3
CCn1c(-c2csc(-c3ccc(Cl)cc3)n2)n[nH]c1=S	18	-10	0.3
CN(C)S(=O)(=O)c1ccc(Cl)c(NC(=O)COC(=O)C2CSC3(C)CCC(=O)N23)c1 (configuration not stated)	21	-5	-0.9
Cc1cc(C)nc(SCC(=O)Nc2cc(C)on2)n1	8	-13	-1.7
CN(CC(=O)Nc1c(Cl)cccc1Cl)C(=O)CCc1nc2sc3c(c2c(=O)[nH]1)CCCC3	31	5	-1.5
CC(O)[C@H]1CNC(=O)C(=O)N1CC(C)(C)C (some centres not stated)	27	-10	-1.2
CCOC(=O)c1ccc(-n2c(CN3CCN(CC)CC3)nc3ccc([N+](=O)[O-])cc3c2=O)cc1	56	-22	0.8
S=C1NCN(Cc2cccnc2)CN1c1cccc(Cl)c1	11	-4	-0.1
CC(C)(C)CN1C(N)=NC[C@@H]1Cc1ccccc1	2	-3	-0.1
O=C(Nc1ccc2ccccc2n1)Nc1cccs1	-2	-18	0.2
CCOC(=O)C1=C(CSc2nc(-c3ccccc3)ccc2C#N)OC(N)=C(C#N)C1c1ccccc1 (configuration not stated)	37	11	-1.7
CCCOc1ccc(OCCSc2nnc(N)s2)cc1	9	-19	1.4
C=C1CCN([C@@H](CC(C)C)C(=O)NN2CCOCC2)S(=O)(=O)c2ccccc21	12	-25	-0.1
Cc1cc2c(cc1C)NC(=O)CC(C(F)(F)C(F)(F)C(F)(F)F)=N2	23	-20	-1.9
COC(=O)c1sc(NC(=O)COc2ccccc2)nc1C	12	-18	0.2
C[C@H](Nc1ccc(C(F)(F)F)cc1[N+](=O)[O-])C(=O)O	7	-1	0.4
O=C(COC(=O)c1cc[n+]([O-])cc1)Nc1ccc(Br)cc1	4	-6	-0.1

# In the list so far, these have a furan ring, fused or not:
SMILES	OX1R antag-1	OX1R antag-2	STK33 kinase inh
Cc1ccnc(N=Cc2c(O)ccc3oc4c(c23)CCCC4)c1	15	-9	-2.1
O=C(/C=C/c1ccco1)NC(=S)Nc1cccc(-c2nc3ccccc3s2)c1	27	-17	0.4
Cc1ccccc1NC(=O)c1ccco1	-6	-7	-1.4
Cc1ccccc1C(=O)Nc1cccc(NC(=O)c2ccc(-c3ccc(Br)cc3)o2)c1	11	-14	-0.3
c1ccc2c(c1)oc1c(NCc3ccc4c(c3)OCO4)ncnc12	88*	29	-0.3
CCOC(=O)C1(Cc2cccc(F)c2)CCN(Cc2ccc(COC)o2)CC1	20	-20	-1.7
C/C(=N/NS(=O)(=O)c1ccc(Br)cc1)c1ccc(NC(=O)c2ccc(C)o2)cc1	16	-30	-0.8
CC1(C)Cc2c(c(-c3ccco3)nc3sc4c(NCCCO)ncnc4c23)CO1	38	-19	4.4

# (next part)
SMILES	OX1R antag-1	OX1R antag-2	STK33 kinase inh
O=C(Oc1csc(=S)n1C(=O)c1ccccc1)c1ccccc1	17	-15	1.3
COc1cc2[nH]c(C(=O)N(C)C3CCS(=O)(=O)C3)cc2c(OC)c1OC (configuration not stated)	10	-10	-0.7
O=C(Nc1ccccc1-c1ccccc1)C1CCCC1	17	-22	-0.5
COc1cc(/C=C/C(=O)O)cc(S(=O)(=O)Nc2ccc3c(c2)CCC3)c1OC	4	-6	-1.3
CC(Sc1n[nH]c(-c2cccs2)n1)C(=O)N1CCCC1 (configuration not stated)	9	-2	0.2
COc1ccc(N(CC(=O)N/N=C/c2ccc(C(=O)O)cc2)S(=O)(=O)c2ccc(NC(C)=O)cc2)cc1	8	-25	0.7
COc1ccc(S(=O)(=O)N2CCN(C(=O)C3CCCO3)CC2)cc1 (configuration not stated)	5	-6	-2.0
COc1ccc(Br)cc1/C=N/NC(=O)Cn1nnnc1N	12	-8	2.4
CCOC(=O)c1cccc(NC(=O)CSc2nnc(COc3ccccc3)n2CC)c1	10	-12	0.1
COc1ccc(N2CCN(c3nc(=S)n(-c4ccccc4)c(C)c3C(C)=O)CC2)cc1	16	-8	-0.6
O=C(NNc1ccc(F)cc1)c1c(F)cccc1Cl	14	-4	0.4
O=C(Nc1ccc2ccccc2c1)c1cccc(F)c1	-2	5	-2.2
CCN(CC)C(=O)c1cc2c(=O)c3cc(Cl)ccc3oc2nc1C	35	-8	0.8
CC(C)CN(C(=O)C(C)N1C(=O)c2ccccc2C1=O)c1c(N)n(Cc2ccccc2)c(=O)[nH]c1=O (configuration not stated)	14	-32	-1.7
CCOC(=O)c1ccc(NC(=O)c2n[nH]c(=O)c3ccccc23)cc1	3	-8	0.4
COc1cc(NC(=O)CSc2nc(=O)n(CCN3CCOCC3)c3c2CCCC3)cc(OC)c1	7	-29	-1.6
CC1CN(Cc2nc3c(c(=O)[nH]c(=O)n3C)n2CCCc2ccccc2)CC(C)O1 (configuration not stated)	7	-24	-1.2
O=C(NC1CCCCC1)N1CCN(C(=O)c2ccco2)CC1	1	2	-0.7
